Assay outcomes: PubChem BioAssay, National Center for Advancing Translational Sciences (NCATS)
MBNL1 CUG block = blocks human MBNL1 binding to CUG repeat RNA. Q9NR56. TR-FRET MBNL1-His/biotin-(CUG)12 binding, 665/545 ratio. Potency, µM (highest dose often 57.5 µM), for the others: top-dose activity change, negative = inhibition, hits mostly inhibitors. 0.036% of 280,000 active. AID 2675; active = well fitted inhibition curve with a large enough effect in the signal ratio, with a control signal flat, not every such curve was filed as active; inconclusive = small, poorly fitted or top-dose-only effect, or effect the other way, or a change in a side signal; inactive = no such curve, though single readings can be large or run the other way; the % refers to the signal ratio; note: potency is the fitted concentration of half-maximal effect; % is set by controls: 0 for no effect and ±100 for the full control effect
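Compound titration spanned 92 nM–58 uM against the MBNL1-His/biotin-(CUG)12 complex. After 60 min at room temperature with 5 nM streptavidin-XL665 and 0.055 ng/ul terbium anti-His, ratiometric 665/545 nm emission (Ex 340 nm) normalized to controls.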
Rab9 prom act = Rab9 promoter activation | Potency, µM (highest dose often 9.22 µM), for inactives: at the highest dose activation, negative = inhibition, usual class: activators | Huh7 Rab9 promoter-luciferase reporter, luminescence, 24 h | AID 485297 | 2.8% of 320,000 active; note: potency is the fitted concentration of half-maximal effect; % of control where 0% means no effect; nearly all actives have a fitted effect of over 60% in size
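Stable Rab9-luc Huh7, 1500 cells/well, 2 h settle; cmpd in DMSO, 24 h, 37 °C/5% CO2; luciferase reagent 10 min RT; luminescence.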
Menin-MLL TR inh = inhibitors of human menin-MLL interaction, mutant MLL peptide | O00255 | Potency, µM (doses to about 61.6 µM), for inactives: at the top dose FP activity change, negative = inhibition, most hits filed as inhibitors | Menin + Texas Red MLL mutant peptide, fluorescence polarization | 0.23% of 270,000 active; active = well fitted inhibition curve with a large enough effect in the polarisation, with a control signal flat, not every such curve was filed as active; inconclusive = small, poorly fitted or top-dose-only effect, or effect the other way, or a change in a side signal; inactive = no such curve, though single readings can be large or run the other way; the % refers to the polarisation; note: potency is the fitted concentration of half-maximal effect; % of control where 0% means no effect; many of its hits are not listed in these tables
ELG1 repair inh = inhibitors of ELG1-dependent DNA repair in HEK293T cells; HEK293T ELG1-luciferase reporter, luminescence, 16 h; DNA damage induced by 5-fluorouridine; Potency, µM (titrated, usually from 46.1 µM), without a hit: at the top dose activity change, negative = inhibition, hits mostly inhibitors; 2.3% of 330,000 active; AID 504467; note: potency is the fitted concentration of half-maximal effect; % is set by controls: 0 for no effect and ±100 for the full control effect; nearly all actives have a fitted effect of over 55% in size
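DMSO vehicle served as the neutral condition. Each well held 2,000 cells given 5-fluorouridine plus compound; after 16 hr at 37 °C/5% CO2, ONE-Glo was added and luciferase measured 30 min later.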
RORg inh = blocks mouse ROR gamma transcriptional activity. P51450. Drosophila S2 Gal4-RORgamma UAS-luciferase reporter, 20 h. Potency, µM (highest dose often 53.6 µM), for the others: at the top dose activity change, negative = inhibition, most hits filed as inhibitors. 5.4% of 310,000 active. AID 2551; note: potency is the fitted concentration of half-maximal effect; % is set by controls: 0 for no effect and ±100 for the full control effect; nearly all actives have a fitted effect of over 60% in size
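Stably transfected Drosophila Schneider cells are the test system, with ROR gamma fused to Gal4 and luciferase under UAS control; luminescence is read after 20 hr of 700 uM copper sulfate induction at ambient temperature.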
Mito fusion yeast = mitochondrial division inhibition or fusion activation. S. cerevisiae fusion-defective mutant growth rescue, CellTiterGlo 48 h. 0.23% of 320,000 active. Potency, µM (series often up to 46.1 µM), inactives show top-dose growth rescue (activation), most hits filed as activators;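 note: potency is the fitted concentration of half-maximal effect; % of control where 0% means no effect; nearly all actives have a fitted effect of over 45% in size; temperature-sensitive fusion mutants such as fzo1-1 at 37 °C on non-fermentable ethanol glycerol medium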
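Growth-rescue viability read-out: after 48 h at the non-permissive 37C in glycerol/ethanol YPEG, yeast mitochondrial fusion mutants are measured by CellTiterGlo luminescence; compounds (23 nl pinned per well) restoring growth score as division inhibitors or fusion activators.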
VP16 counter = counter-screen for ROR gamma inhibitors: Gal4-VP16 reporter. 3.5% of 310,000 active. Potency, µM (doses to about 53.6 µM), for the others: top-dose activity, negative = inhibition, most hits filed as inhibitors. Drosophila S2 Gal4-VP16 UAS-luciferase, luminescence, 20 h;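 note: Gal4-VP16 expression switched on by copper sulfate through the metallothionein promoter; potency is the fitted concentration of half-maximal effect; % is set by controls: 0 for no effect and ±100 for the full control effect; nearly all actives have a fitted effect of over 50% in size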
PKM2 act = PKM2 (human) enzyme activation; Potency, µM (highest dose often 57.5 µM), for the others: at the top dose activation, hits mostly activators; purified PKM2, Kinase-Glo ATP luminescence, activation; response scale: 0% is enzyme alone, no compound; 0.34% of 260,000 active; P14618; note: potency is the fitted concentration of half-maximal effect; % is set by controls: 0 for no effect and ±100 for the full control effect; nearly all actives have a fitted effect of over 55% in size
Target sequence (P14618 whole entry, looked up): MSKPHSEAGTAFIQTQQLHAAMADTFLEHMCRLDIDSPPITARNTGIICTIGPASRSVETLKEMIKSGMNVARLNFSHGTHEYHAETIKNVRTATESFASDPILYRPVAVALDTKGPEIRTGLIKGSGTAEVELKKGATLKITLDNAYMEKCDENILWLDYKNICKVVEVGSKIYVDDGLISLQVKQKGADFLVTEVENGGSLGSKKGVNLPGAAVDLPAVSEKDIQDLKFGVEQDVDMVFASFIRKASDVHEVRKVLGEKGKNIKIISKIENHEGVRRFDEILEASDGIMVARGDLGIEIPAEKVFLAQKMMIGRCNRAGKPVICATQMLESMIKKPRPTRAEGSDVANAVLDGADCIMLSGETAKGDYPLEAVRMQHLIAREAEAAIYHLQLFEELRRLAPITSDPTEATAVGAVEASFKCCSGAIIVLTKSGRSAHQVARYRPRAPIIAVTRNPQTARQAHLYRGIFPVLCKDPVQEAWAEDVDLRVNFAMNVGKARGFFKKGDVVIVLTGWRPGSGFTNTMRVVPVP
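Purified hPK-M2 (>95%) run at intermediate activity with 0.1 mM ADP and 0.5 mM PEP in 50 mM imidazole pH 7.2, KCl, MgCl2; 1 h room temperature. ATP formed read by Kinase-Glo luminescence; normalized to uninhibited and no-enzyme controls.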
FLuc modulator = counter-screen for miR-21 project: firefly luciferase inhibitors or activators; P08659; purified FLuc, Km substrates, luminescence inhibition; Potency, µM (doses to about 57.5 µM), for inactives: at the highest dose activity change, negative = inhibition, hits mostly inhibitors; 6.9% of 360,000 active;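 note: potency is the fitted concentration of half-maximal effect; plate controls were vehicle for no effect and reference inhibitor for full effect; nearly all actives have a fitted effect of over 55% in size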
Target sequence (P08659 whole entry, looked up): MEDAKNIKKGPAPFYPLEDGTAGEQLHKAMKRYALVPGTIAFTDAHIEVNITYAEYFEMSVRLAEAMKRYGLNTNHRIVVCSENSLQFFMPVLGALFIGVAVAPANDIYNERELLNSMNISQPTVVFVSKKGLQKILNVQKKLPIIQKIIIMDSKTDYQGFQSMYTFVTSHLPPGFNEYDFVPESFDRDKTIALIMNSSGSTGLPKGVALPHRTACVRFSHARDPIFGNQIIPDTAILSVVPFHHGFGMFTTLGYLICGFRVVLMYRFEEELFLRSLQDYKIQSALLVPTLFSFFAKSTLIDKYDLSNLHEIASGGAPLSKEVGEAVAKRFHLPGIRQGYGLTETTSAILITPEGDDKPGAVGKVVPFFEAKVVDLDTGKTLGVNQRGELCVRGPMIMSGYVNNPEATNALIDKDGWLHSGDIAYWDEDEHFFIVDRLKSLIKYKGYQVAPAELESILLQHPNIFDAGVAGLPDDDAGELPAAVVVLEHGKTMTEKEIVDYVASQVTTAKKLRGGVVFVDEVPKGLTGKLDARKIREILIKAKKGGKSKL
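Purified P. pyralis luciferase (10nM final) with 10uM D-luciferin and 10uM ATP (Km levels) in 50mM Tris acetate pH 7.5, 10mM Mg acetate, 0.01% Tween-20, 0.05% BSA; qHTS 6-point titration, ~60 µM downward; luminescence read.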
NPC1 prom act = activators of NPC1 promoter; 2.4% of 320,000 active; Huh7 NPC1 promoter luciferase reporter, 24 h; Potency, µM (highest dose often 9.22 µM), for inactives: at the highest dose activation, hits mostly activators;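 note: potency is the fitted concentration of half-maximal effect; % of control where 0% means no effect; nearly all actives have a fitted effect of over 60% in size; reporter is driven by a mutant NPC1 promoter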
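Luciferase expression driven by the NPC1 promoter was measured in stably transfected Huh7 cells after a 24 h compound incubation, using a luciferase reagent and a luminescence read.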
KCNH2 3.1 inh = blocks the human KCNH2 3.1 channel isoform; U2OS KCNH2 3.1, thallium flux FluxOr; active compounds read low; activity change, % (tested at about 1.8 µM); 0.95% of 340,000 active;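 active = maximum activity change below -70%; inconclusive = maximum activity change from -70% to -50%; inactive = maximum activity change above -50%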;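 note: thallium influx rate constant from kinetic fluorescence after stimulation buffer; % is set by controls: 0 for no effect and ±100 for the full control effect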
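Channel expression came from 3.1 mutant virus (1.77 x 10^8 /mL) applied to suspended U2OS cells for 4 h. Flux was tracked with FluxOr dye plus Red40 quencher, and kinetic rate constants normalized to controls.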
* hit, by the source's call; ? = inconclusive; · = no result given; [ ] = dose if it differs, or a comment. Unless noted, calls come from the whole dose curve; as a rule, active = well fitted curve in the direction sought with a large enough effect; inconclusive = small, poorly fitted or top-dose-only effect, or another doubt; inactive = no such curve, though single readings can be large; an effect the other way counts as inactive or inconclusive. This is a subset. The share of hits here may be higher or lower than overall.

SMILES,KCNH2 3.1 inh,Menin-MLL TR inh,FLuc modulator,PKM2 act,RORg inh,ELG1 repair inh,MBNL1 CUG block,Mito fusion yeast,NPC1 prom act,Rab9 prom act,VP16 counter
Nc1ccnn1Cc1cccs1,-8.7,1.7%,-0.5%,7.0%,0.7%,11.8%,-14.8%,-3.4%,2.2%,-6.9%,-10.8%
CSCCC(CO)NC(=O)OCc1ccccc1 (stereo not given),-14.9,9.9%,1.4%,0.4%,20.7%,17.8%,0.9%,-4.2%,-0.2%,-2.0%,6.5%
O=C1Nc2ccccc2C12OCCS2 (stereo not given),·,-2.7%,-1.3%,-2.0%,-7.6%,?,-4.8%,-1.6%,-0.7%,-12.5%,4.5%
Cc1ccc(NC(=O)CCS(=O)(=O)c2ccccc2)cc1S(=O)(=O)N1CCOCC1,6.0,-5.5%,1.1%,13.5%,9.2%,-1.5%,-4.4%,10.6%,0.2%,1.7%,5.9%
Cc1cc(NC(C)C)n2c(nc3ccccc32)c1C#N,-1.1,-11.6%,3.9%,·,10.9%,-12.0%,-3.4%,3.1%,-1.4%,-4.1%,-16.5%
C=CCn1nnnc1-c1cccc(Cl)c1,-24.1,14.8%,-2.1%,0.3%,6.7%,13.8%,-15.8%,3.7%,-6.6%,1.1%,0.9%
Cc1sc(NC(=O)CCl)c(C(=O)c2ccccc2)c1C,-32.6,-19.1%,-15.8%,-6.9%,12.5%,?,?,-22.4%,-1.2%,-3.2%,-1.9%
CCOC(=O)CCCN1CC(O)=C(c2nc(-c3ccc(Cl)cc3)cs2)C1=N,-11.0,?,-3.4%,1.4%,-3.5%,-10.4%,-10.4%,-2.6%,-5.3%,-2.0%,-4.3%[10 µM]
CCN(c1cccc(C)c1)S(=O)(=O)c1ccc2c(c1)NC(=O)CS2,1.7,-4.7%,-0.7%,·,-7.1%,-0.2%,-16.0%,?,-3.2%,-3.0%,-13.7%
COc1ccc(NC(=O)c2cc(=O)[nH]c3ccccc23)cc1,-5.4,-13.6%,-3.3%,·,8.6%,22.6%,-5.0%,1.7%,0.6%,-5.0%,1.3%

Additional results.
SMILES,KCNH2 3.1 inh,Menin-MLL TR inh,FLuc modulator,PKM2 act,RORg inh,ELG1 repair inh,MBNL1 CUG block,Mito fusion yeast,NPC1 prom act,Rab9 prom act,VP16 counter
CC(C)N1CCc2c(sc(NC(=O)c3cc(-c4cccs4)nc4ccccc34)c2C(N)=O)C1,-27.0,35.8%[activator],-23.6%,-2.9%,?,?,?,17.8%,0.3%,-7.1%,?
CC(=O)c1cccc(NC(=O)CCCOc2ccc(C)cc2)c1,4.9,-1.7%,-12.7%,1.7%,-2.0%,-0.3%,-12.7%,6.7%,-0.2%,9.3%,-1.9%
Cc1cc(O)c(C(=O)/C=C/c2ccc(Cl)cc2)c(=O)o1,3.9,?,2.13µM*,·,15.5%,?,7.8%,4.1%,19.5%,-2.7%[1.84 µM],-16.7%
N#CCCn1cc(C(CC(=O)c2ccc(Br)cc2)C(=O)O)c2ccccc21 (stereo not given),6.5,2.6%[11.7 µM],0.3%,3.9%,13.1%,-1.9%,-8.1%,-3.0%,-2.8%,2.5%,5.1%
Cc1ccc(S(=O)(=O)NCC(=O)OCC(=O)N2N=C(c3ccc(Cl)cc3)CC2c2ccco2)cc1C (stereo not given),-2.8,-9.7%,4.7%,-3.5%,33.8%,4.0%,10.3%,4.2%,-2.0%,-1.6%,4.0%
CCN(CC)C(=O)CN(C#N)c1nc(NC(C)C)nc(NC(C)C)n1,16.2,?,-1.2%,-1.1%,-3.5%,7.6%,-2.8%,-0.2%,-5.2%,2.7%,-5.0%
CCOc1ccc2nc(N3CCCC(C(=O)NCCCN4CCOCC4)C3)sc2c1 (stereo not given),18.1,-3.0%,13.5µM*,0.8%,29.2%,?,8.6%,-4.2%,21.5%,29.6%,-0.3%
Cc1cc(NC(=O)C2Oc3ccccc3OC2C)no1 (stereo not given),8.7,1.8%,-4.4%,25.3%,28.6%,6.6%,-3.1%,3.2%,-1.4%,-5.9%,5.1%[10 µM]
COc1ccc(/C=N/N2CCN(C3c4ccccc4-c4ccccc43)CC2)cc1OC,10.2,-9.6%,7.9%,3.3%,-5.4%,-15.5%,-5.0%,-2.7%,-1.8%,-5.2%,-4.5%
CC(Cc1cccs1)NC(=O)Nc1cccc(Cl)c1 (stereo not given),23.0,?,?,-15.1%,32.1%,-5.8%,-26.7%,1.8%,?,?,4.6%

Other compounds.
SMILES,KCNH2 3.1 inh,Menin-MLL TR inh,FLuc modulator,PKM2 act,RORg inh,ELG1 repair inh,MBNL1 CUG block,Mito fusion yeast,NPC1 prom act,Rab9 prom act,VP16 counter
COc1cc(C)c(CNc2cc(C)cc(C)c2)cc1C,2.0,1.2%,4.9%,3.6%,17.3%,-7.3%,5.4%,12.1%,0.7%,4.1%,0.2%
CC(C)CN(C(=O)CN(C)C(=O)Cc1ccc(Cl)cc1)c1c(N)n(CC(C)C)c(=O)[nH]c1=O,-2.9,·,7.1%,·,·,11.9%,·,-2.1%,-0.3%,0.8%,·
CC(SCC(=O)Nc1ccc(S(=O)(=O)N2CCCCC2)cc1)C(=O)O (stereo not given),-1.1,1.7%,4.9%,0.5%,1.9%[10 µM],6.8%,14.0%,-0.7%,-4.3%,-2.6%,-2.9%
Cc1ccc(Nc2nc(-c3ccc(S(=O)(=O)N4CCOCC4)cc3)cs2)cc1Cl,?,?,-6.8%,0.0%,?,4.0%,-6.1%,-3.3%,-10.4%,-14.2%,?
OC(CSc1ccccc1Cl)CN1CCN(c2ccccc2F)CC1 (stereo not given),-13.1,-14.7%,-1.7%,-10.1%,-2.0%,-6.5%,?,14.5%,0.7%,-2.8%,?
O=C(CCNS(=O)(=O)c1ccccc1C(F)(F)F)N1CCCCCCC1,-18.2,·,-9.6%,·,·,-4.9%,·,-2.1%,-2.3%,-1.3%,·
COC(=O)c1ccc(Cn2nnc3c(=O)[nH]c(C4CCN(S(=O)(=O)c5cc(C)ccc5C)CC4)nc32)cc1,-2.1,39.1%[activator],3.0%,1.2%[0.46 µM],15.8%,2.7%,-0.9%,8.9%,-1.3%,-2.7%,?
CCOc1ccc(CSC(=N)N)cc1[N+](=O)[O-],?,-9.6%,0.1%,14.6%,1.1%,?,19.0%,0.0%,-2.5%,-3.5%,-6.8%
CCc1cccc(NC(=O)CCc2nc3sc4c(c3c(=O)[nH]2)CCCC4)c1,12.4,·,-1.5%,·,·,-5.9%,·,4.2%,-2.1%,-4.3%,·
CCOC(=O)N1CCN(C(=O)CSc2nc3c([nH]c4ccccc43)c(=O)n2CCOC)CC1,·,·,1.4%,·,-7.4%,7.3µM*,-1.5%,4.9%,2.7%,-0.1%,-6.0%

(more compounds)
SMILES,KCNH2 3.1 inh,Menin-MLL TR inh,FLuc modulator,PKM2 act,RORg inh,ELG1 repair inh,MBNL1 CUG block,Mito fusion yeast,NPC1 prom act,Rab9 prom act,VP16 counter
O=c1[nH]c(-c2ccccc2)c(-c2ccccc2)nc1[N+](=O)[O-],8.1,9.3%,-3.3%,·,37.4%,11.7%,2.9%,6.5%,-2.3%,2.9%,2.6%
CCOC(=O)CSc1snnc1-c1ccccc1,2.6,-1.3%,?,4.2%,-14.6%,-0.4%,-0.2%,3.4%,-3.2%,-4.4%,0.0%
Nn1c(SCC(=O)Nc2cccnc2Cl)nnc1-c1ccccc1,7.1,·,-13.5%,·,·,29.2%,·,-0.2%,0.1%,17.7%,·
O=C(/C=C/c1ccccc1)n1cnnc1SC/C=C/c1ccccc1,8.6,-4.0%,?,7.5%,-27.1%,?,6.2%,-0.2%,9.7%,5.6%,-28.8%
CNC(=O)Cc1csc2ccc(Cl)cc12,·,27.9%,4.1%,8.9%,26.0%,6.4%,-3.5%,1.4%,7.9%,11.3%,-2.3%
N#Cc1ccc(/C=N/N=C(N)N)cc1,1.6,15.4%,-1.1%,-3.4%,-13.2%,-6.0%,7.5%,1.6%,-0.8%,2.0%,4.2%
